Kir21 block = Kir2.1 (mouse) channel inhibition; HEK293-Kir2.1, FluxOR thallium flux fluorescence; active compounds read low; B-score at 10 µM; 310,000 tested, 0.85% active; AID 1672;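 active = fluorescence ratio B-score at or below minus 3 SD of library scores, with starting-brightness B-score within 2 SD, cut at about -4.2 in these data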;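 note: channel flux triggered by added potassium and thallium sulfate stimulus; B-score of peak minus minimum fluorescence over baseline after thallium stimulus; more negative B-score means stronger Kir2.1 block with less thallium influx; some compounds called inactive have numbers as strong as hits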
Target sequence (P35561 whole entry, looked up): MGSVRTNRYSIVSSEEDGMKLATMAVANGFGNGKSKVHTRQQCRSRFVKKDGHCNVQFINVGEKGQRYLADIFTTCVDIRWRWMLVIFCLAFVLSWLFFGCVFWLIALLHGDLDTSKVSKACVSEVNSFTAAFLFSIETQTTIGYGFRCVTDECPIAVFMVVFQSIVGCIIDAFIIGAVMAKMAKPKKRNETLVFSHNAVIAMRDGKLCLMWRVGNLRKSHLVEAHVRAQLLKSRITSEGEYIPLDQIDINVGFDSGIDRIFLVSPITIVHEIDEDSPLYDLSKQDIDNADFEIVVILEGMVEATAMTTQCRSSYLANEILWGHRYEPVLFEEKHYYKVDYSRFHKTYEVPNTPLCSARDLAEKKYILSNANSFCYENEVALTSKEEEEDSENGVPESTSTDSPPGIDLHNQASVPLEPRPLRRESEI
STK33 kinase inh = inhibitors of human STK33 kinase; purified STK33, MBP phosphorylation, ADP-Glo luminescence; inhibition, % at 10 µM; 320,000 tested, 0.073% active; AID 2661;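 active = inhibition at or above 25%, using the most active replicate where run in duplicate; inactive = inhibition below 25%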
Target sequence (Q9BYT3 whole entry, looked up): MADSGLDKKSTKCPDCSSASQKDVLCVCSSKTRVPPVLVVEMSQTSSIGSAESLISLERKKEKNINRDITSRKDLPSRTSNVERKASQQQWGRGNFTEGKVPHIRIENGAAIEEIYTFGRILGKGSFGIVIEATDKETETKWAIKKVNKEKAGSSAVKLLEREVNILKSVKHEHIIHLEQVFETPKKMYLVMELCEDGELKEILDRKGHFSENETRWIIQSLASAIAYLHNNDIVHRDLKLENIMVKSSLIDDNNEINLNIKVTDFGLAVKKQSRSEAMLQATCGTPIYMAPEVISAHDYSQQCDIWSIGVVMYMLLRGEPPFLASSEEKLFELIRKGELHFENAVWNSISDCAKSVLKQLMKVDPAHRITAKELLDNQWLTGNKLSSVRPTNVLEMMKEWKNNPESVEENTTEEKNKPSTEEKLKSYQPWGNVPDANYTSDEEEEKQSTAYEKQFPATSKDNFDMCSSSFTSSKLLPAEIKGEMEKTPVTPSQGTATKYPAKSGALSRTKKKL
The depositor's hits bear a star; . = no result given.

SMILES | Kir21 block | STK33 kinase inh
CCOc1ccccc1-c1nc(-c2ccc(NC(=O)c3ccc(Br)o3)cc2)no1 | 0.52 | -0.6
CCCN(CCC)CCN1C(=O)C2C(C(=O)Nc3cccc(SC)c3)C3C=CC2(O3)C1C(=O)NC1CCCCC1 (stereo not given) | 1.44 | -1.5
O=C(O)c1c[nH]c2ccc(S(=O)(=O)N3CCOCC3)cc12 | -1.58 | 3.2
CCN(CC)c1ccc(NC(=O)c2ccc3c(c2)OCO3)c(C)c1 | 0.87 | -1.4
O=C(COC(=O)CCSc1ccccc1)Nc1cc(F)ccc1F | 0.92 | -0.2
O=C(CSC(=S)N1CCOCC1)Nc1ncc2c(n1)CC(c1ccco1)CC2=O (stereo not given) | 0.09 | -1.6
CN(C(=O)CC1C(=O)NCCN1Cc1cccc(C(F)(F)F)c1)C1CCOCC1 (stereo not given) | 0.6 | -0.5
CCC1C(=O)N(c2nc(C)cc(C)n2)N=C1C (stereo not given) | -0.37 | -0.1
Cc1nnc(N2CCOCC2)c2nn(-c3cccc(Cl)c3)c(C)c12 | 0.09 | -0.8
CNC(=O)c1cc(Nc2nnc(-c3ccc(C)c(S(N)(=O)=O)c3)c3ccccc23)ccc1OC | 0.6 | 3.9
Fc1ccc(-c2nc(-c3cccs3)[nH]c2-c2ccc(F)cc2)cc1 | 0.98 | -2.4
CC(Nc1nc(N2CCNCC2)nc2ccccc12)c1ccccc1 (stereo not given) | 0.02 | -2.4
Cc1cc(C)cc(NC(=O)CSCc2cnn(-c3ccccc3)c2-n2cccc2)c1 | -2.08 | -0.1
Cc1ccc(S(=O)(=O)N2CCC(C(=O)Nc3nnc(C)s3)CC2)cc1 | -1.21 | -1.6
COc1ccc(C(=O)Nc2sc(C(=O)N(C)C)c(C)c2C#N)cc1[N+](=O)[O-] | 1.64 | 0.0
Cc1sc2nc(C(C)C)oc(=O)c2c1C | -0.18 | -0.7
O=Cc1ccc(N2N=C(c3ccccc3)CC2c2ccccc2)cc1 (stereo not given) | 0.08 | 0.8
O=[N+]([O-])c1ccc(OCc2n[nH]c(=S)n2-c2ccccc2)cc1 | 0.48 | -2.4
Cc1ncoc1C(=O)N1CCCC(C(=O)Nc2cccc(-c3ccc(F)cc3)c2)C1 (stereo not given) | 0.05 | 0.2
O=C(NN1CCOCC1)c1c(-c2ccccc2)sc2ccccc12 | . | 0.2

One compound at a time (already shown).
CCCN(CCC)CCN1C(=O)C2C(C(=O)Nc3cccc(SC)c3)C3C=CC2(O3)C1C(=O)NC1CCCCC1 (stereo not given) in the list: Kir21 block: 1.44; STK33 kinase inh: -1.5
Cc1ccc(S(=O)(=O)N2CCC(C(=O)Nc3nnc(C)s3)CC2)cc1 in the list: Kir21 block: -1.21; STK33 kinase inh: -1.6
O=C(O)c1c[nH]c2ccc(S(=O)(=O)N3CCOCC3)cc12 in the list: Kir21 block: -1.58; STK33 kinase inh: 3.2

Further results follow:
SMILES | Kir21 block | STK33 kinase inh
Cc1onc(-c2c(Cl)cccc2Cl)c1C(=O)NCCc1ccncc1 | 0.41 | -1.8
C=CCOC(=O)C1=C[C@@H](c2coc3ccccc3c2=O)[C@H](CCCO)[C@@H](OCC)O1 | -0.52 | 3.6
CC(C)CNS(=O)(=O)c1ccc(CCC(=O)N2CCN(Cc3ccccc3)CC2)cc1 | -1.68 | -0.4
Cc1ccc(NC(=O)c2cccc(S(=O)(=O)N3CCN(c4ccccc4)CC3)c2)nc1 | 0.82 | .
COc1ccc(-c2nnc(NC(=O)Cc3ccccc3)s2)c(OC)c1 | 0.28 | -1.1
CC1=CC(C/C(C)=C/COc2ccc3ccc(=O)oc3c2)OC1=O (stereo not given) | 0.12 | 0.3
CCN1CCN(C(=O)CN(C)S(=O)(=O)c2ccc(OC)c(C)c2)CC1 | 1.28 | -0.8
Cc1cccc(NS(=O)(=O)c2ccc3c(c2)oc(=O)n3C)c1C | 0.37 | -1.7
Cc1ccc(CSc2ncnc3c2cnn3Cc2ccccc2)cc1C | 0.51 | 0.6
COc1cc(NC(=O)C2CSC3(C)CCC(=O)N23)c(OC)cc1Cl (stereo not given) | -1.04 | -2.3
COc1cc2c(cc1OC)CN(C(=O)C1CCCN1S(=O)(=O)c1ccc(C)cc1)CC2 (stereo not given) | -1.19 | -1.4
COc1ccc(CN(CC(=O)NC2CCCC2)C(=O)c2onc(C(N)=O)c2N)cc1 | -1.78 | -2.2
Cc1ccc(-c2ccc(/C=N/N=C3/NC(=O)C(CC(=O)O)S3)o2)c([N+](=O)[O-])c1 (stereo not given) | -0.22 | -1.0
CCOC(=O)C1CCCN(CC(=O)Nc2c(C(=O)OC)[nH]c3ccc(Cl)cc23)C1 (stereo not given) | -2.3 | 0.2
Cc1ccc(CCC(=O)Nc2ncc(Cc3cc(Cl)ccc3Cl)s2)o1 | 0.35 | -1.5
Cc1ccc(Cn2c3ccccc3c3cn[nH]c(=O)c32)cc1 | 0.31 | 0.3
Cc1cc(C)cc(OC(=O)CN2C(=O)c3ccccc3C2=O)c1 | -1.08 | -1.6
CN(Cc1ccccc1)C(=C(Cl)Cl)C(=C1NCCN1)[N+](=O)[O-] | 1.1 | -1.6
Cc1cc(C(=O)Nc2ccc(S(=O)(=O)Nc3onc(C)c3C)cc2)cs1 | 0.02 | -0.1
Cc1nnc(SCC(=O)N2CCc3ccccc3C2)s1 | 1.48 | -0.3
Cc1ccc2nnnc(-c3ccccc3)c2c1 | -1.08 | -0.9
CCn1c(COc2cc(C)ccc2C(C)C)nnc1SCC(=O)Nc1nccs1 | -0.06 | -1.8
O=C(O)CCCC(=O)N1CCc2cc(S(=O)(=O)NCc3ccccc3)ccc21 | -0.4 | -1.5
CC(OC(=O)c1cc2sccc2n1C)C(=O)NCC1CCCO1 (stereo not given) | 0.03 | -2.6
O=C(Nc1cc2c(cc1Br)OCCCO2)c1cccnc1 | 0.15 | 0.7
O=C1c2[nH]nc(-c3ccccc3O)c2C(c2ccc(F)cc2)N1Cc1ccco1 (stereo not given) | -0.32 | -0.1
Cc1nc(SCCO)c2oc3ccccc3c2n1 | -1.18 | -1.3
O=C(Nc1nc2c(s1)CCCC2)c1ccc(S(=O)(=O)N2CCCc3ccccc32)cc1 | 1.93 | -1.7
CCOC(=O)C1CN(S(=O)(=O)c2ccc(OC)cc2)c2ccccc2O1 (stereo not given) | 0.04 | -0.4
CC1CN(Cc2ccc(Cl)cc2Cl)CC(C)O1 (stereo not given) | 0.45 | 0.2
CCCCCC/C=N/Nc1nnc(Cc2ccccc2)c(=O)[nH]1 | 0.54 | -0.4
CCOc1ccc(NC(=O)CN2C(=O)S/C(=C/c3cccn3C)C2=O)cc1 | -0.6 | 0.6
O=C(NCCc1ccccc1)c1ccccc1NC(=O)C1CCCO1 (stereo not given) | 1.03 | -0.6
Cc1ncc([N+](=O)[O-])n1CC(=O)Nc1ccc(OC(F)(F)Cl)cc1 | 0.89 | -1.1
COc1ccc2[nH]cc(CCn3ccc(=O)c(C)c3C)c2c1 | 0.74 | -0.4
COC(CNC(=O)c1cccc(-n2c(=S)[nH]c3cc(Cl)ccc3c2=O)c1)OC | 0.67 | -3.4
Clc1cccc(Nc2ncnc3c2cnn3-c2ccccc2)c1 | 1.39 | 0.0
Cc1ccc(OCCC(=O)OCC(=O)NC2CCCC2)cc1 | 0.88 | -1.8
COc1ccccc1NS(=O)(=O)c1ccc(S(=O)(=O)N2CCOCC2)cc1 | -0.51 | -1.8
CCCCCN(C(=O)NC(=O)Nc1nncs1)S(C)(=O)=O | -0.04 | 1.5
Cc1cc(C)nc(N2CCN(c3ccc(F)cc3)CC2)n1 | 2.48 | -20.8
CCNC(=S)NNC(=O)c1cc(-c2cccnc2)nc2ccccc12 | 1.6 | 4.7
Cc1ccc(S(=O)(=O)CCC(=O)c2ccc(O)cc2O)cc1 | -1.47 | -0.4
Cc1ccc(NC(=O)CC(=O)Nc2ccc(C)c(C)c2)cc1C | -0.64 | -0.3
COc1cccc2cc(C(C)=O)c(=O)oc12 | -2.1 | -1.7
CCOC(=O)c1ccc(NC(=S)N2CCN(C(=O)C3CCCO3)CC2)cc1 (stereo not given) | -0.02 | -0.1
Cc1cccc(OCC(=O)Nc2ccc(NC(=O)c3ccco3)cc2)c1 | 2.01 | .
CC(=O)Nc1ccc(NC(=O)C(=O)c2cn(CC(=O)N3CCCC3)c3ccccc23)cc1 | 1.61 | 0.8
O=C(Nc1cccs1)Nc1c(F)c(F)cc(F)c1F | 0.76 | -0.9
CCOc1ccc(NS(=O)(=O)c2ccc(C(=O)NCC(C)(C)N3CCOCC3)cc2)cc1 | 0.65 | 0.7
O=C(Cc1c(F)cccc1Cl)NCC(=O)OCc1ccccc1 | 0.3 | -1.7
CCn1nnnc1SCC(=O)Nc1nc(-c2cccs2)cs1 | -1.53 | -3.7
O=C(NCc1ccccc1)C(c1c(F)cccc1Cl)N(C(=O)c1csnn1)C1CC1 (stereo not given) | -0.71 | -0.3
COc1ccc2nc(N3CCN(C(=O)c4ccc([N+](=O)[O-])o4)CC3)sc2c1 | 0.17 | 0.4
CCN1CCN(C(=O)C2CCN(c3nnc(-n4c(C)ccc4C)s3)CC2)CC1 | -0.15 | -1.2
C=CCN1C(=O)C2(NNc3ccccc3O2)c2ccccc21 (stereo not given) | 0.45 | 0.6
Cc1ccc(-n2ncc3c(N4CCCC(C)C4)ncnc32)c(C)c1 (stereo not given) | 1.01 | 0.3
CC1(C)CC2CC(C)(CN2C(=S)NC(=O)c2ccccc2Cl)C1 (stereo not given) | 0.29 | -2.0
Cc1ccc(S(=O)(=O)N2CCN(c3ccnc4cc(Cl)ccc34)CC2)cc1C | 1.85 | -1.6
COc1ccc(NC(=O)N2CCCC2C(=O)NCc2ccccc2Cl)cc1 (stereo not given) | 0.7 | -2.1

Additional results
SMILES | Kir21 block | STK33 kinase inh
CCC(=O)Nc1ccc(C(=O)N/N=C/c2ccccc2[N+](=O)[O-])cc1 | 0.43 | -1.4
CCc1nnc(NC(=O)C2CCCN(S(=O)(=O)c3ccccc3)C2)s1 (stereo not given) | 0.31 | -0.3
c1ccc(-c2nc(NCCCN3CCOCC3)c3ccccc3n2)cc1 | 1.04 | 0.1
O=C(NCC1CCCO1)c1ccc(CS(=O)(=O)c2ccc(Br)cc2)o1 (stereo not given) | -0.01 | 1.2
O=C(NCC1CCCO1)C(c1cccnc1)N(C(=O)Cc1cccs1)c1cccnc1 (stereo not given) | 0.51 | -2.2
Cc1cccc(NC(=O)C2CCN(S(=O)(=O)c3c(C)nn(C)c3C)CC2)n1 | -0.27 | -0.4
CNC(=O)CN(c1ccc(OC)cc1)S(=O)(=O)c1ccc(F)cc1 | -0.94 | 1.0
Cc1ccnc(NC(=O)c2sc3ccccc3c2Cl)c1 | 0.6 | -1.6
C/C(=N\NC(=O)c1nn(C)c(C)c1Br)c1ccc(NC(=O)c2ccc(C)s2)cc1 | 0.04 | -0.1
O=[N+]([O-])c1cc(S(=O)(=O)O)cc([N+](=O)[O-])c1NN(c1ccccc1)c1ccccc1 | 0.1 | -2.1
CC(=O)N(Cc1ccccc1)c1nc(-c2ccccc2)cs1 | -0.92 | -0.3
Cc1cc(C)c2cc(C#N)c(NCCCNC(=O)CCC(=O)O)nc2c1 | -0.1 | 0.6
O=C(Nc1ccc(O)c2c(=O)cc(-c3ccccc3Cl)oc12)c1ccc(Cl)cc1Cl | 0.03 | -1.5
COc1ccc(O)c(/C=N/c2sc(C)c(C)c2C#N)c1 | 0.39 | -1.5
CC(C)CNC(=O)CCCc1c[nH]c2ccccc12 | 0.11 | -1.7
CCOc1ccc(C(C(=O)NC2CCCCC2)N(C(=O)Cc2cccs2)c2ccc(-n3cnnn3)c(OC)c2)cc1 (stereo not given) | 0.72 | -1.0
CN(C)Cc1nc2ccccc2c(=O)n1Cc1nc(C(C)(C)C)cs1 | . | -1.9
O=C(O)C1=C[C@H](c2ccc(Br)cc2)C[C@H](OCCCCO)O1 | -0.81 | -0.7
COc1ccc(N2CCN(C(=O)c3cccs3)CC2)cc1 | 0.42 | -0.9
Cn1nc(C(F)(F)F)c(C(=O)Nc2ccc(F)cc2F)c1Sc1cccc(C(F)(F)F)c1 | -0.17 | -0.9

Not a retest: an excerpt of the list.
SMILES | Kir21 block | STK33 kinase inh
CCOc1ccccc1-c1nc(-c2ccc(NC(=O)c3ccc(Br)o3)cc2)no1 | 0.52 | -0.6
CCCN(CCC)CCN1C(=O)C2C(C(=O)Nc3cccc(SC)c3)C3C=CC2(O3)C1C(=O)NC1CCCCC1 (stereo not given) | 1.44 | -1.5
O=C(O)c1c[nH]c2ccc(S(=O)(=O)N3CCOCC3)cc12 | -1.58 | 3.2
CCN(CC)c1ccc(NC(=O)c2ccc3c(c2)OCO3)c(C)c1 | 0.87 | -1.4
O=C(COC(=O)CCSc1ccccc1)Nc1cc(F)ccc1F | 0.92 | -0.2
O=C(CSC(=S)N1CCOCC1)Nc1ncc2c(n1)CC(c1ccco1)CC2=O (stereo not given) | 0.09 | -1.6

Later entries
SMILES | Kir21 block | STK33 kinase inh
COc1ccc(CNC(=O)C2CCCN(S(=O)(=O)c3cnc[nH]3)C2)cc1 (stereo not given) | -1.65 | -1.0
COc1cccc2c1oc1c(SCc3nc4ccccc4[nH]3)nc(C)nc12 | . | -0.4
CC(=O)c1c(C)[nH]c(C(=O)Nc2cccc(C(F)(F)F)c2)c1C | 2.09 | 0.7
O=C(CSc1oc(-c2cccs2)nc1S(=O)(=O)c1ccccc1)NC1CCCCC1 | 0.14 | -0.7
COc1ccc(C(=O)Nc2cnn(Cc3ccc(Cl)cc3)c2)cc1OC | 0.29 | -2.0
CCOc1ccccc1C(=O)NCC(=O)NNC(=O)c1cccc(S(=O)(=O)Nc2ccc(OC)cc2)c1 | -0.09 | -2.8
O=C(NCc1ccncc1)c1ccc(Br)o1 | -0.06 | -1.0
Cc1nn(CC(=O)N2CCc3ccccc3C2)c(C)c1Cl | 0.66 | 0.8
COc1cc(OC)c(C(=O)OCC(=O)NCCc2ccccc2)cc1OC | 0.32 | -4.3
